# MrgX1 agonist = agonists of human MrgX1 receptor, primary screen, HEK293 cells, Fluo-4 calcium flux | Fluo-4 calcium fluorescence, agonist mode; stronger effect = higher value | B-score at 10 µM | 0.44% of 310,000 active | AID 588627, 2011;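 active = calcium response B-score plate-corrected fluorescence ratio at least 3 library SD, with starting fluorescence B-score inside 5 SD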
#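 Material – MrgX1-expressing HEK293 cells · Input – 15,000 cells seeded per well · Dosing – compound as first of three additions · Times – overnight seeding, then 1 h dark dye loading · Measured by – kinetic Fluo-4 NW fluorescence of intracellular calcium · Read-out – B-scored fluorescence response ratio · Benchmarks – positive and negative control wells on each plate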
# SKKanGAS inh = S. pyogenes SKKanGAS growth inhibitors in kanamycin, primary screen, streptokinase expression inhibitor project, SKKanGAS strain, BacTiter-Glo luminescence; 1.3% of 300,000 active; 6 h; inhibition, % at 7.5 µM;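 active = mean replicate score, as percent of positive control median, at least 50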;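 note: strain carries kanamycin resistance gene driven by streptokinase promoter and grows in 40 µg/ml kanamycin; loss of luminescence reflects streptokinase promoter inhibition or plain growth inhibition; 0% = median of DMSO wells and 100% = positive control at its reference dose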
# TRPC4 block = inhibitors of mouse TRPC4 channel, primary screen, Fluo4 calcium, HEK293 TRPC4beta/mu-opioid cells. B-score at 10 µM. 0.39% of 300,000 active. Short transient receptor potential channel 4 (Mus musculus), Q9QUQ5. AID 2247, 2010. DAMGO-evoked Fluo4 calcium flux; stronger effect = lower value;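 active = B-score over 3 SD under the library average, no early fluorescence shift, positive overall ratio signal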
#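 Assay system – HEK293 line stably carrying TRPC4beta and mu-opioid receptor · Doses – single dose · Detection – Fluo4 calcium-dye fluorescence, kinetic read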
# MrgX1 antagonist = antagonists of human MrgX1 receptor, primary screen, HEK293 cells, Fluo-4 calcium flux; Mas-related G-protein coupled receptor member X1 (Homo sapiens), Q96LB2; BAM8-22 antagonism; stronger effect = lower value; B-score at 10 µM; 1.3% of 310,000 active; AID 588676, 2011;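 active = calcium-response B-score plate-corrected more than 3 library SD below zero, starting fluorescence within 5 deviations, no agonist response on first addition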;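 note: peak minus trough fluorescence over baseline after final BAM8-22 challenge near maximal dose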
# MrgX1 allo act = positive allosteric modulators of MrgX1, primary screen, HEK293 cells, Fluo-4 calcium flux. Mas-related G-protein coupled receptor member X1 (Homo sapiens), Q96LB2. FDSS; stronger effect = higher value. B-score at 10 µM. 0.63% of 310,000 active. AID 588675, 2011;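 active = plate-corrected calcium response at least 3 library SD above typical, normal starting fluorescence, not activating the receptor alone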;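 note: compound read alongside a low EC10 to EC30 dose of BAM8-22 agonist; peak minus trough fluorescence over baseline measured at the second addition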
# TRPC4 potent = positive allosteric modulators of TRPC4, primary screen, cell-based, mouse TRPC4beta, HEK293 mu-opioid, Fluo-4 calcium; 0.42% of 310,000 active; Short transient receptor potential channel 4 (Mus musculus), Q9QUQ5; B-score at 10 µM; DAMGO EC20, Fluo-4 Ca2+ flux; stronger effect = higher value;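 active = B-score of calcium response area above 5 SD of library B-scores, with initial fluorescence ratio within 5 SD of library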;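 note: B-score of integrated fluorescence ratio over time as area under calcium response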
# TRPC6 activator = mouse TRPC6 channel activators, primary screen, cell-based, HEK293, membrane potential dye; Short transient receptor potential channel 6 (Mus musculus), Q61143; HEK293-TRPC6 membrane potential dye fluorescence; stronger effect = higher value; B-score at 10 µM; 0.13% of 310,000 active;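 active = B-score of the integrated fluorescence ratio above library mean plus 3 SD, and starting fluorescence ratio within library mean plus 5 SD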;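 note: higher score means more depolarization so channel activation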
# TMEM16A inh = TMEM16A chloride channel inhibitors, primary screen, cell-based, HTS; Anoctamin-1 (Mus musculus), Q8BHY3; HEK293 TMEM16A/YFP iodide influx fluorescence, ionomycin; normalized B-score (activity score, 25-100; higher = stronger inhibition) at 10 µM; 1.2% of 310,000 active; AID 588511, 2011;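 active = ratio plate-corrected score three or more library SD toward inhibition, starting fluorescence score within five deviations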;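 note: score derived from kinetic fluorescence span divided by baseline fluorescence per well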
# Target sequence (Q8BHY3 whole entry, looked up): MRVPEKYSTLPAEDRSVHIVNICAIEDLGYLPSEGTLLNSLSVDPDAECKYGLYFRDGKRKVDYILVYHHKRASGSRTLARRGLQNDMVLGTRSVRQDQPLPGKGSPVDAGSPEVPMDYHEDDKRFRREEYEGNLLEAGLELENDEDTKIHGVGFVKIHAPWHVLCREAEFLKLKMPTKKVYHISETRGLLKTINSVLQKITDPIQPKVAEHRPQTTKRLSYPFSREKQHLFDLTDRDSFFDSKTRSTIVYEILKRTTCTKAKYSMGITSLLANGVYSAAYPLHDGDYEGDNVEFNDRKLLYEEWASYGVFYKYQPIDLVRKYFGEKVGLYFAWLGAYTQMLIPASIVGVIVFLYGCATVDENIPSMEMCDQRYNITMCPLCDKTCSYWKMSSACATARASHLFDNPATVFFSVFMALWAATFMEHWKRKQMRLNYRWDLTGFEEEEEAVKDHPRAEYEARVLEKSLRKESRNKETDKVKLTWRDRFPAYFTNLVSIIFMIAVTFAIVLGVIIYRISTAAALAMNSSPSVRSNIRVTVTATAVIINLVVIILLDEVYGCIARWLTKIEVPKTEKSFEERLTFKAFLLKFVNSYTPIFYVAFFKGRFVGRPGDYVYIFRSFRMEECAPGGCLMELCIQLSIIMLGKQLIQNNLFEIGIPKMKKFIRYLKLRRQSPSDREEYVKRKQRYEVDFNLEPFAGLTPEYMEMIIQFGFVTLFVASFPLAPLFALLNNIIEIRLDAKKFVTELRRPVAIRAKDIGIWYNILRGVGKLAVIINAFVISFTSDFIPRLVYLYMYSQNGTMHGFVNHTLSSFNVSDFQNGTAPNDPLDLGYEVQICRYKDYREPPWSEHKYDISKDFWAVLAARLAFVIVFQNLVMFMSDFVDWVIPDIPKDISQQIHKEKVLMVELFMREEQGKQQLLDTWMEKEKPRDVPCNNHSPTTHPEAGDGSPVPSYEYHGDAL
# ANO1 activ = TMEM16A chloride channel activators or potentiators, primary screen, cell-based, HTS. B-score at 10 µM. HEK293 TMEM16A/YFP-H148Q/I152L, iodide quench fluorescence; stronger effect = lower value. Anoctamin-1 (Mus musculus), Q8BHY3. 0.3% of 340,000 active;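 active = fluorescence-ratio B-score plate-corrected deviation score at least 3 library SD below zero, with starting fluorescence score within 5 deviations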;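 note: channel opened by trigger with iodide after compound preincubation; score built on the fluorescence ratio of max minus min over baseline; more negative score means more quench and so TMEM16A activation or potentiation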
# TRPC4 act = activators of mouse TRPC4 channel, primary screen, Fluo4 calcium, HEK293 TRPC4beta/mu-opioid cells | 0.49% of 310,000 active | Short transient receptor potential channel 4 (Mus musculus), Q9QUQ5 | Fluo4 calcium fluorescence; stronger effect = higher value | B-score at 10 µM;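 active = B-score above 5 SD of library B-scores, and initial fluorescence ratio not above library mean plus 5 SD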;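 note: positive B-score marks a calcium rise read as TRPC4 activation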
#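 Technique: kinetic Fluo4 calcium fluorescence; Test system: TRPC4beta and mu-opioid receptor HEK293 stable cells; Measure: B-scored integrated calcium fluorescence ratio; Benchmarks: low control buffer alone, high control maximal DAMGO; Schedule: 45 min room-temperature Fluo4 loading, 110 s read.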
# TRPC6 inhibitor = mouse TRPC6 channel inhibitors, primary screen, cell-based, HEK293, membrane potential dye | B-score at 10 µM | 1.1% of 310,000 active | ACh-evoked depolarization; stronger effect = lower value | AID 2553, 2010;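 active = B-score under library mean minus 3 SD, initial fluorescence not abnormally high, positive integrated signal ratio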;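 note: B-score derived from integrated fluorescence ratio over the kinetic read; more negative B-score means stronger inhibition of depolarization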
# The depositor's hits bear a star; i = inactive; . = no result given; & = joins results of further samples.
# Screens in order – SKKanGAS inh	MrgX1 antagonist	TRPC6 inhibitor	TRPC4 act	MrgX1 allo act	TRPC4 block	TRPC6 activator	TMEM16A inh	ANO1 activ	MrgX1 agonist	TRPC4 potent
O=C(Nc1ccc(-c2cccc(F)c2)cc1)C1CCCN(Cc2ccccn2)C1 (centres undefined)
  52*	i	i	i	i	i	i	i	i	i	i
C=C(CO)C1Cc2cc(C(C)=O)ccc2O1 (centres undefined)
  3	i	i	i	i	i	i	i	i	i	i
CCc1ccccc1Nc1nc(N)nc(CSCC(=O)c2cc(C)n(C)c2C)n1
  6	i	i	i	i	i	i	i	i	i	i
Cc1ccc(C(=O)CSc2nc3cc(S(=O)(=O)N4CCOCC4)ccc3o2)cc1
  -9	i	i	i	i	i	i	i	i	i	i
Cc1cc(C(F)(F)F)c2c(=O)[nH]c(=O)n(Cc3ccccc3)c2n1
  -4	i	i	i	i	i	i	i	i	i	i
O=C(COC(=O)c1ccccc1Cl)Nc1ccc2[nH]c(=O)[nH]c2c1
  12	i	i	i	i	i	i	i	i	i	i
O=C(c1cnsn1)N1CCN(c2ccccn2)CC1
  5	i	i	i	i	i	i	i	i	i	i
COc1ccc(NC(=O)c2cc3ccccc3cc2OC)cc1OC
  -4	i	i	i	i	i	i	i	i	i	i
CCOC(=O)c1c(C)[nH]c(C)c1S(=O)(=O)NCC1CCN(Cc2cccc(Cl)c2)CC1
  -1	i	i	i	i	i	i	i	i	i	i
CC1CCCN(Cc2csc(N)n2)C1 (centres undefined)
  -1	i	i	i	i	i	i	i	i	i	i
O=C(Cc1csc(Nc2nc(=S)[nH]c3ccccc23)n1)NCc1cccc(Cl)c1
  .	i	.	.	i	.	.	i	i	i	.
COc1ccc(NC(=O)CSc2ccc(-c3cccnc3)nn2)c(OC)c1
  -2	i	i	i	i	i	i	i	i	i	i
O=C(Nc1cccc(Cl)c1Cl)c1snnc1-c1ccccc1
  7	i	i	i	i	i	i	i	i	i	i
Cc1occc1C(=O)NCc1cccs1
  -10	i	i	i	i	i	i	i	i	i	i
CCOC(=O)Nc1ccc(C(=O)c2ccncc2)cc1
  -2	i	i	i	i	i	i	i	i	i	i
CC12CCC(=O)N1C(C(=O)Nc1cc(S(=O)(=O)N3CCCCCC3)ccc1OCC(F)(F)F)CS2 (centres undefined)
  -13	i	i	i	i	i	i	i	i	i	i
CC(C)CC(=O)N1CCC(O)(CS(=O)(=O)Cc2ccccc2)CC1
  -9	i	i	i	i	i	i	i	i	i	i
Cc1ccc(S(=O)(=O)N2CCCCC2)cc1C(=O)NC1CCCCC1
  -1	i	i	i	i	i	i	i	i	i	i
Cc1ccc2c(COC(=O)c3ccccc3Cl)cc(=O)oc2c1
  2	i	i	i	i	i	i	i	i	i	i
O=C(O)C1C2CCC(O2)C1C(=O)NCc1ccccc1Br (centres undefined)
  2	i	i	i	i	i	i	i	i	i	i
Cc1nn(-c2ccccc2)c(C)c1-c1cc(C(=O)N/N=C/c2ccc(O)cc2)[nH]n1
  9	i	i	i	i	i	i	i	i	i	i
Cc1cc(/C=N/n2cnnc2)c(C)n1-c1cccc(C(=O)O)c1
  0	i	i	i	i	i	i	i	i	i	i
Cc1cc([N+](=O)[O-])nn1Cc1ccc(C(=O)N/N=C/c2ccc(O)cc2O)cc1
  2	i	i	i	i	i	i	i	i	i	i
COc1c(C(=O)N2CCCC2)ccc2ccccc12
  0	i	i	i	i	i	i	i	i	i	i
Cc1ccc(Cl)cc1NC(=S)NCCCSC1CCCCC1
  7	i	i	i	i	i	i	i	i	i	i
CN(Cc1nc2ccc(Cl)cc2[nH]1)Cc1nc(-c2cnccn2)no1
  -23	i	i	i	i	i	i	i	i	i	i
O=C(O)CCCCCN1C(=O)CSC1=S
  7	i	i	i	i	i	i	i	i	i	i
COc1ccc(CCNC(=O)COc2ncnc3ccccc23)cc1
  -4	i	i	i	i	i	i	i	i	i	i
O=C(CSc1ccccc1F)OCC(=O)N1CCN(C(=O)c2ccco2)CC1
  -4	i	i	i	i	i	i	i	i	i	i
CN(C)CC(C)(C)CNS(=O)(=O)c1ccc(Cl)s1
  -3	i	i	i	i	i	i	i	i	i	i
Cc1noc(C)c1CSc1ccccc1C(=O)Nc1nccs1
  1	i	i	i	i	i	i	i	i	i	i
COc1ccc(C)cc1NC(=O)CN(C)S(=O)(=O)c1ccc2c(c1)CCCN2C(C)=O
  -4	i	i	i	i	i	i	i	i	i	i
O=C(NCc1nnc(SCC(=O)N2CCCC2)o1)c1ccco1
  -10	i	i	i	i	i	i	i	i	i	i
Cc1ccccc1OCC(=O)Nc1ccc2c(c1)Cc1ccccc1-2
  -9	i	i	i	i	i	i	i	i	i	i
CCCOC(=O)c1ccc(OC(=O)c2ccco2)cc1
  6	i	i	i	i	i	i	i	i	i	i
O=C(CCC(=O)Nc1ccc(F)cc1)N/N=C/c1cc([N+](=O)[O-])ccc1O
  -1	i	i	i	i	i	i	i	i	i	i
CCO[C@H]1OC(C(=O)NC2CC2)=C[C@@H](c2ccc(C(F)(F)F)cc2)[C@@H]1CCCO
  3	i	i	i	i	i	i	i	i	i	i
N=C(N)c1ccccc1
  4&-5	i	i	i	i	i	i	i	i	i	i
COc1cccc(C(Nc2ccccn2)c2c(NC(=O)c3ccco3)sc(C)c2C)c1 (centres undefined)
  5	i	i	i	i	i	i	i	i	i	i
Cc1ccc2c3c1C1(C(=O)N3C(C)(C)CC2C)C(C#N)=C(N)Oc2cc(O)ccc21 (centres undefined)
  5	i	i	i	i	i	i	i	i	i	i
Cc1cccc(NC(=S)Nc2ccc3cn[nH]c3c2)c1
  2	i	i	i	i	i	i	i	i	i	i
CCN(CC)C(=O)COc1ccc2c3c(c(=O)oc2c1C)CCCC3
  -9	i	i	i	i	i	i	i	i	i	i
O=C(COC(=O)Cc1ccccc1F)Nc1cccc(F)c1
  -3	i	i	i	i	i	i	i	i	i	i
Cc1c(NC(=O)CSc2ncccn2)c(=O)n(-c2ccccc2)n1C
  -6	i	i	i	i	i	i	i	i	i	i
COc1ccc(Cl)cc1C(=O)Nc1ccc(NC(=O)c2ccco2)cc1
  7	i	i	i	i	i	i	i	i	i	i
Cc1cc(NS(=O)(=O)c2ccc(NC(=O)CSc3nc4ncc(Cl)cc4[nH]3)cc2)nc(C)n1
  10	i	i	i	i	i	i	i	i	i	i
CCn1c(C)nc2cc(C(=O)N3N=C(CCOC)CC3(O)C(F)(F)F)ccc21 (centres undefined)
  -3	i	i	i	i	i	i	i	i	i	i
Cc1ccc(C(c2sc3nc(C)nn3c2O)N2CCN(c3ccccc3)CC2)cc1 (centres undefined)
  1	i	i	i	i	i	i	i	i	i	i
Cc1cccc(NC(=O)c2ccc(-n3cncn3)c([N+](=O)[O-])c2)c1
  5	i	i	i	i	i	i	i	i	i	i
CC(C)(C)c1ccc(NC(=S)NCCc2ccccn2)cc1
  -2	i	i	i	i	i	i	i	i	i	i
COc1ccc(-c2csc(Nc3ccccc3)[n+]2Cc2ccccc2)cc1
  -4	i	i	i	i	i	i	i	i	i	i
COC(=O)c1cc2nc(-c3ccc(C)cc3)cc(C(F)(F)F)n2n1
  0	i	i	i	i	i	i	i	i	i	i
CC1(OC(=O)C2CCCC2)C(=O)C=C2C=C(c3ccsc3)N(CCc3c[nH]c4ccccc34)C=C2C1=O (centres undefined)
  13	i	i	i	i	i	i	i	i	i	i
CCOc1cc(C)c(Cl)cc1S(=O)(=O)NC1CC(C)(C)NC(C)(C)C1
  -4	i	i	i	i	i	i	i	i	i	i
CCOC(=O)N1C/C(=C\c2ccccc2)C(=O)/C(=C/c2ccccc2)C1
  1	.	i	i	.	i	i	.	i	.	i
COc1ccc([N+](=O)[O-])cc1NC(=O)CSc1ncccn1
  -5	i	i	i	i	i	i	i	i	i	i
O=C(NCCc1nc2ccccc2[nH]1)/C(=C/c1ccco1)NC(=O)c1ccccc1Br
  13	i	i	i	i	i	i	i	i	i	i
Cc1ccc(OCCn2c(CCNC(=O)C(C)C)nc3ccccc32)cc1
  0	i	i	i	i	i	i	i	i	i	i
COc1ccc(C(=O)N2CCc3cc(OC)c(OC)cc3C2c2ccc(OC)c(OC)c2)cc1 (centres undefined)
  -3	i	i	i	i	i	i	i	i	i	i
CCc1ccc(NC(=S)NNC(=O)c2ccccc2OC(F)F)cc1
  -3	i	i	i	i	i	i	i	.	i	i
COc1cc(C)c(CNc2cccc(C)c2)cc1C
  0	i	i	i	i	i	i	i	i	i	i
C/C(=N\NC(=O)CSc1nc2nc(C)cc(C)n2n1)c1ccccc1
  -2	i	i	i	i	i	i	i	i	i	i
Cc1ccccc1OCC(=O)Nc1cccc(Cl)c1C
  -5	i	i	i	i	i	i	i	i	i	i

# An unsorted share of the library. Share with any hit: about 6.7%.
